# Screening results as filed in PubChem.
# Vif-A3F inh – inhibitors of Vif-A3F interaction | HeLa A3F-eYFP + Vif (tagged APOBEC3F with the HIV-1 protein that degrades it), YFP fluorescence increase | Potency, µM (doses to about 46.1 µM), for inactives: top-dose activity, negative = active | 390,000 compounds, 0.2% hits; further: % of control where 0% means no effect; nearly all actives have a fitted effect of over 65% in size
#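 HeLa cells stably expressing A3F-eYFP plus Vif, plated and incubated overnight at 37 deg C, then exposed to compounds overnight at 37 deg C. Blocked degradation read as raised yellow fluorescence (Ex 488/Em 500-530).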
# Vif-A3G inh – inhibitors of Vif-APOBEC3G interaction; Potency, µM (titrated, usually from 46.1 µM), without a hit: at the top dose activity, negative = active, actives largely listed as inhibitors; AID 602310; HeLa A3G-eYFP + Vif (tagged APOBEC3G with the HIV-1 protein that degrades it), YFP fluorescence, overnight; 410,000 compounds, 0.076% hits;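 further: on the % scale 0 is the no-effect control and ±100 the full control effect; nearly all actives have a fitted effect of over 60% in size; hits raise eYFP signal because A3G escapes Vif-driven loss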
# Target sequence (Q9HC16 whole entry, looked up): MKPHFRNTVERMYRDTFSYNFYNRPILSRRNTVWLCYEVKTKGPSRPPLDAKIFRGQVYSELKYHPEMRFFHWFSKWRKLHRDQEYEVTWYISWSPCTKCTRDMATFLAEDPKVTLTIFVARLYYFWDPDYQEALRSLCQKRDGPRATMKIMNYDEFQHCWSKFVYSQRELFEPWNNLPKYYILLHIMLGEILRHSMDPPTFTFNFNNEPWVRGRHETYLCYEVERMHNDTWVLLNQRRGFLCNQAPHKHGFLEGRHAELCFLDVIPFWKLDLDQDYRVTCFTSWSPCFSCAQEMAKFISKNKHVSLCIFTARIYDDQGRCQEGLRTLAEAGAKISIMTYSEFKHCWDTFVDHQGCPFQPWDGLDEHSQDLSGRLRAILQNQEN
#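 HeLa cells stably expressing Vif and C-terminally eYFP-tagged A3G, seeded overnight at 37 deg C, then exposed to compound by pintool overnight at 37 deg C. Rise in yellow fluorescence (Ex 488/Em 500-530, Acumen) marks blocked Vif-driven A3G degradation.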
# Glioma ERSR ind – ER stress response induction in glioma | U87-MG GRP78 promoter luciferase reporter, 16 h | Potency, µM, for inactives: top-dose activation, most hits filed as activators | 420,000 compounds, 0.02% hits | AID 602332; further: series mostly up to about 76 µM; % of control where 0% means no effect; nearly all actives have a fitted effect of over 35% in size
#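 Stably transfected U87-MG human glioma cells carrying a GRP78-based luminescent sensor were seeded at 1000 cells/well, pin-dosed with compounds and incubated 16 h. Luciferase reagent was then added, and end-point luminescence was read after 10 min at room temperature.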
# * = called active by the depositor; u = inconclusive; & = joins results of further samples. The call rests on the fitted dose curve; in most records, active means well fitted curve in the direction sought with a large enough effect; inconclusive means small, poorly fitted or top-dose-only effect, or another doubt; inactive means no such curve, though single readings can be large; an effect the other way counts as inactive or inconclusive. Potency means the concentration at half of the fitted maximal effect. Some of the compounds tested; count on the stated rates, not on these rows.
# Every second line gives: Vif-A3F inh, Vif-A3G inh, Glioma ERSR ind
1	C=CCC[C@@H](Cc1ccc(F)cc1)C(=O)OCCNC(=O)[C@@H](CC=C)CC(=O)N(CCO)Cc1ccccc1
 : 5%, 0%, -3%
2	Cc1ccc2c(c1)C(=O)N1[C@H]3c4cc(C)ccc4OC[C@@H]3[C@H](c3ccccc3)[C@]1(C)C(=O)N2
 : -1%, -22%, -4%
3	COC(=O)[C@]1(Cc2ccccc2)N[C@H](CN(C)S(=O)(=O)c2ccc(OC(F)(F)F)cc2)[C@@H]2C(=O)N(C)C(=O)[C@@H]21
 : 0%, -3%, -2%
4	COc1ccc(S(=O)(=O)N(C)C[C@H]2Oc3ccc(NC(=O)Nc4c(C)noc4C)cc3C(=O)N([C@H](C)CO)C[C@@H]2C)cc1
 : 2%, -1%, -2%
5	C/C=C(/C)C(=O)OC1CC(C)(C)C[C@H]2C3=CC[C@@H]4[C@@]5(C)CCC(O[C@@H]6O[C@@H](C(=O)O)[C@@H](O)C(O[C@@H]7OC[C@H](O)[C@@H](O)[C@@H]7O[C@@H]7OC(CO)C(O)[C@@H](O)[C@@H]7O)C6O[C@@H]6OC(CO)C(O)C(O)C6O)[C@@](C)(CO)[C@@H]5CC[C@]4(C)[C@]3(C)CC(O)[C@@]12CO (stereo partly specified)
 : 5%, -2%, -10%
6	O=C(Cc1ccc([N+](=O)[O-])cc1)Nc1cccc(C(=O)N2CCCCC2)c1
 : 0%, 0%, -4%
7	CC(=O)C1=CN(CC2CCCCC2)CCC1=O
 : 2%, 6%, -2%
8	CC(C)Oc1cc2ccccc2cc1CNC[C@H]1O[C@@H](n2cnc3c(N)ncnc32)[C@H](O)[C@@H]1O
 : -10%, 2%, -3%
9	O=c1c(O)c(-c2ccccc2)oc2cc(O)cc(O)c12
 : 1%, -3%, 3%&5%
10	COC(=O)[C@@H](Cc1c[nH]c2ccccc12)NCc1ccc(B(O)O)cc1
 : 2%, -1%, -1%
11	O=C(N[C@@H]1C/C=C\C[C@@H](CC(=O)N(CCO)Cc2ccccc2)C(=O)NCCOC1=O)OCC1c2ccccc2-c2ccccc21
 : 3%, -5%, -4%
12	C[C@@H]1O[C@@H](O[C@@H]2[C@@H](O)[C@H](OCCc3ccc(O)c(O)c3)O[C@H](CO)[C@H]2OC(=O)/C=C/c2ccc(O)c(O)c2)[C@H](O)[C@H](O)[C@H]1O
 : -7%, -3%, -1%
13	COc1ccc2[nH]c3c(c2c1)CCN1C(=O)C(CC(=O)NC(C)(C)C)C[C@H](C(=O)N2CCOCC2)[C@@]31CCC1CCCC1 (stereo partly specified)
 : 8%, -1%, -3%
14	Nc1ncnc2c1ncn2[C@@H]1O[C@H](CNS(=O)(=O)c2ccc(-c3ccno3)s2)[C@@H](O)[C@H]1O
 : 12%, 1%, -1%
15	CCOC(=O)C1=C(c2ccccc2)c2ccc(OC)cc2N(S(=O)(=O)C(F)(F)F)C1C(=O)OCC (stereo unspecified)
 : 1%, -3%, 0%&-3%
16	CCN(C[C@H]1N[C@@](C)(C(=O)OC)[C@H]2C(=O)N(C)C(=O)[C@@H]12)S(=O)(=O)c1ccc(OC(F)(F)F)cc1
 : 0%, 3%, -2%
17	COc1ccccc1[C@@H]1C(c2ccccc2)=NN(c2ccc(Br)cc2)[C@H]1C(=O)N1CCOC1=O
 : -4%, -2%, -4%&-5%
18	C[C@H](CO)N1C[C@H](C)[C@@H](CN(C)C(=O)Nc2ccccc2)Oc2c(NC(=O)C3CCCCC3)cccc2C1=O
 : 3%, -2%, -4%
19	CCO[C@H]1OC(C(=O)NCc2ccccc2)=C[C@@H](C(C)(C)C)[C@@H]1CCCO
 : 2%, 1%, -6%
20	C/C=C1\NC(=O)[C@H](CC(N)=O)N(C)C(=O)C([C@@H](C)O)NC(=O)C(CCCc2ccc(OC)cc2)NC(=O)[C@H](C(C)C)NC(=O)/C(=C\C)NC(=O)[C@H](O)[C@@H](C[C@@H](O)CCCCCCC)NC(=O)[C@H](C)NC(=O)CN(C)C(=O)[C@H](CCC(N)=O)NC1=O (stereo partly specified)
 : 0%, u, -1%
21	COc1ccc(NC(=O)Nc2cccc3c2O[C@H](CN(C)C(=O)Nc2ccc(C(F)(F)F)cc2)[C@@H](C)CN([C@H](C)CO)C3=O)cc1
 : -3%, -7%, -2%
22	COC(=O)[C@@H](NCc1ccc(OC)c(B(O)O)c1)C(C)C
 : 2%, -3%, -1%
23	CC(C)NC(=O)Nc1ccc2c(c1)C(=O)N([C@H](C)CO)C[C@H](C)[C@@H](CN(C)S(=O)(=O)c1ccccc1)O2
 : 3%, -3%, -5%
24	C/C=C(/C)C(=O)O[C@@H]([C@H](O)c1cc2ccc(=O)oc2cc1OC)C(C)(C)O[C@@H]1O[C@H](CO)[C@@H](O)[C@H](O)[C@H]1O
 : -1%, 2%, -3%
25	C=CC[C@H](CC(=O)N[C@H](CO)Cc1ccccc1)C(=O)N[C@@H](COC(=O)[C@H](CC=C)CC(=O)OC(C)(C)C)Cc1c[nH]c2ccccc12
 : 4%, -7%, -4%
26	O=C(C[C@H]1C/C=C\CC[C@H](Cc2ccc(F)cc2)C(=O)OC[C@H]2CCCN2C1=O)N[C@@H](CO)Cc1ccccc1
 : -2%, -2%, -2%
27	OC[C@@H]1[C@@H](c2ccc(F)cc2)C(c2cccc(Cl)c2)=NN1c1ccccc1
 : 10%, -15%, 5%&8%
28	CCOC(=O)/C=C1\CC(C(=O)OCC)Oc2ccccc21 (stereo unspecified)
 : 6%, -2%, -3%&-2%
29	O=Cc1cc2c(cc1[B-](F)(F)F)OCO2
 : -2%, 0%, -1%
30	COC/C=C/C1=CC2=CC(=O)C(C)(OC(=O)c3cnc4ccccc4n3)C(=O)C2=CN1CC(C)C (stereo unspecified)
 : -2%, -6%, -4%

# Every second line gives: Vif-A3F inh, Vif-A3G inh, Glioma ERSR ind
31	CCN1C(=O)[C@H]2[C@@H](c3ccc(-c4cccc(Cl)c4)c(OC)c3)N3CCC[C@@]3(C(=O)OC)[C@H]2C1=O
 : 0%, 0%, 1%
32	C=CC(COCc1ccccc1)N(CC(=O)OC)S(=O)(=O)c1cc(Br)ccc1OC (stereo unspecified)
 : 3%, 2%, -3%
33	Cc1ccc2c(c1)C(=O)C(=O)N2Cc1ccc(Br)cc1
 : 5%, u, -3%
34	COc1ccc2sc(-c3ccc(S(C)(=O)=O)cc3)c(-c3ccc(SC)cc3)c2c1
 : -2%, -3%, -1%
35	CCCC(C)C1c2c(c(C)c(C)oc2=O)Oc2c(C)c(C)oc(=O)c21 (stereo unspecified)
 : -1%, -1%, -3%
36	Cc1noc(C)c1S(=O)(=O)N(C)C[C@H]1Oc2ccc(NC(=O)Cc3ccccc3)cc2C(=O)N([C@H](C)CO)C[C@@H]1C
 : -1%, -2%, -3%
37	CCC/C(C#Cc1ccc(N(C)C)cc1)=C1/c2ccccc2C(=O)N1c1ccccc1
 : u, u, 1%
38	Cc1nc(SCc2nc3ccc(Cl)cc3[nH]2)c2oc3ccccc3c2n1
 : -4%, -10%, -1%
39	CCC1Oc2ccccc2N(CC(=O)NCCCN2CCOCC2)C1=O (stereo unspecified)
 : -5%, 4%, -2%
40	COc1ccc(NC(=O)Nc2cccc3c2O[C@H](CN(C)S(=O)(=O)c2cccs2)[C@@H](C)CN([C@H](C)CO)C3=O)cc1
 : 0%, 0%, -5%
41	COC(=O)C1=C(CCc2ccccc2)NC(=O)NC1c1ccc(Cl)cc1 (stereo unspecified)
 : -3%, -9%, -4%
42	COc1cc(CCCN2CCNC[C@@H]2c2ccccc2)cc(OC)c1OC
 : -5%, 1%, 0%
43	CN(C)C(=O)CCc1ccc2c3c([nH]c2c1)[C@]1(CCC2CCCC2)[C@@H](C(=O)N2CCOCC2)C[C@H](CC(=O)NC(C)(C)C)C(=O)N1CC3
 : 11%, -4%, -3%
44	O=C(C[C@@H]1C/C=C/CC[C@H](Cc2ccc(F)cc2)C(=O)OCCNC1=O)N[C@H](CO)Cc1ccccc1
 : 2%, -1%, -1%
45	Cc1ccc([C@H]2C(C(=O)O)=C[C@@H](CC3CCCC3)N2S(=O)(=O)c2ccc(C)cc2)cc1
 : -7%, -3%, 1%
46	CCCCN1CC[C@H]2C=CC[C@@H](C(=O)Nc3ccccc3)[C@H]2C1=O
 : -6%, -3%&-1%, -3%&-4%
47	COc1ccccc1C1=NOC(C)(c2nnc(-c3cccc(Cl)c3)o2)C1 (stereo unspecified)
 : 2%, 2%, -1%
48	COc1ccc(S(=O)(=O)N(C)C[C@H]2Oc3ccc(NC(=O)NC(C)C)cc3C(=O)N([C@H](C)CO)C[C@@H]2C)cc1
 : 5%, 0%, -3%
49	CCOC(=O)C1CCN(S(=O)(=O)NC[C@H]2O[C@@H](n3cnc4c(N)ncnc43)[C@H](O)[C@@H]2O)C1 (stereo partly specified)
 : 8%, -1%, -1%
50	CCO[C@H]1OC(C(=O)NCc2nc3ccccc3[nH]2)=C[C@@H](c2ccc3c(c2)OCO3)[C@@H]1CCCO
 : -7%, -2%, -1%
51	CCCc1nc2c(s1)CCc1onc(-c3ccc(OC)cc3)c1-2
 : 0%, -5%, -1%
52	C[C@H](CO)N1C[C@H](C)[C@@H](CN(C)Cc2ccc(-c3ccccc3)cc2)Oc2c(NS(=O)(=O)c3ccccc3)cccc2C1=O
 : 5%, -10%, -4%
53	S=C1NCCN1CC1CCN(CC2CCCC2)CC1
 : 2%, -1%, -4%
54	CC(C)(C)OC(=O)N1CCC(C(=O)Nc2cccc(C(=O)N3CCCCC3)c2)CC1
 : 5%, 3%, -4%
55	Cc1ccc(CCN2CC(C(=O)NCc3cccnc3)CC2=O)cc1 (stereo unspecified)
 : -2%, 5%, -1%
56	CN=C1N(C)C[C@@H]2[C@@H]3C(=O)N(C)C(=O)[C@@H]3[C@](Cc3ccccc3)(C(=O)OC)N12
 : 4%, 0%, -1%
57	CCOC(=O)c1ccc(NC(=S)Nc2ccc(Br)cc2N)cc1
 : 2%, -6%, 3%
58	CC(C)(C)OC(=O)N1CCC(C(=O)Nc2ccc(C(=O)NC3CC3)cc2)CC1
 : 8%, -1%, 2%
59	Cc1cc(N2O[C@H]3C=C[C@@H]2C3)no1
 : -1%, -2%, -1%
60	COc1cc(-c2noc(C)c2C(=O)NCC[C@@H]2CCCN2C)cc(OC)c1OC
 : 0%, 7%, -3%

# Complete entries from above. Order of values: Vif-A3F inh	Vif-A3G inh	Glioma ERSR ind
# COc1cc(-c2noc(C)c2C(=O)NCC[C@@H]2CCCN2C)cc(OC)c1OC is entered as 0%	7%	-3%
# CCCc1nc2c(s1)CCc1onc(-c3ccc(OC)cc3)c1-2 is entered as 0%	-5%	-1%
# C[C@H](CO)N1C[C@H](C)[C@@H](CN(C)Cc2ccc(-c3ccccc3)cc2)Oc2c(NS(=O)(=O)c3ccccc3)cccc2C1=O is entered as 5%	-10%	-4%
# CCOC(=O)c1ccc(NC(=S)Nc2ccc(Br)cc2N)cc1 is entered as 2%	-6%	3%

# Following part
# Every second line gives: Vif-A3F inh, Vif-A3G inh, Glioma ERSR ind
61	C[C@H](CO)N1C[C@H](C)[C@@H](CN(C)C(=O)NC2CCCCC2)Oc2c(NC(=O)Cc3ccccc3)cccc2C1=O
 : 4%, 2%, -4%
62	COc1ccccc1C1CC(=O)Oc2cc(C)c(Cl)cc21 (stereo unspecified)
 : 4%, 0%, -1%&1%
63	COc1ccc(CNCCCn2cnc(C(=O)Nc3ccc(C)c(C)c3)n2)cc1
 : 1%, -3%, -2%
64	O=C(NC1CC1)c1cccc2c1C(=O)c1ccc(N3CCC(Cc4ccccc4)CC3)cc1S2(=O)=O
 : 22µM*, u, -2%
65	CCN(C[C@H]1N[C@@](C)(C(=O)OC)[C@H]2C(=O)N(Cc3ccccc3)C(=O)[C@@H]12)S(=O)(=O)c1ccccc1
 : -1%, 1%, 0%
66	O=C(Cn1cc(COc2ccccc2C(F)(F)F)nn1)c1ccc(O)cc1
 : 6%, -10%, -3%
67	C[C@@H]1CCC[C@@]2(O[C@@H](CCO)C[C@H](O)[C@H]2O)O1
 : -7%, 0%, -3%
68	CCC[C@@H]1CCCO[C@@](C(=O)NCc2ccc(S(C)(=O)=O)cc2)(C(F)(F)F)C1
 : 0%, -2%&-5%, -1%&-1%
69	COc1ccc2c(c1)[C@H]1[C@H](CO2)[C@H](c2ccccc2)[C@]2(C)C(=O)Nc3ccc(C)cc3C(=O)N12
 : 0%, -19%, -3%
70	CCCCN1C(=O)N(CCc2ccc(F)cc2)S(=O)(=O)c2cc(C(F)(F)F)ccc21
 : 5%, 1%, 0%
71	C#CCOCCOCCOCCNc1nc(N2CCN(C(=O)Cn3cc(CCO)nn3)CC2)nc(N2CCN(C(=O)[C@H]([C@@H](C)CC)n3cc(CCCCN)nn3)CC2)n1
 : 3%, -1%, -1%
72	CCOC(=O)c1ccccc1NC(=O)c1c(N)n(C)c(=O)[nH]c1=O
 : -1%, 0%, -4%
73	C#CCNC(=O)C1=C[C@H](C)C[C@H](OCc2ccc(CO)cc2)O1
 : 0%, -5%, 2%
